Nrf2 block: blocks Nrf2 signaling | Potency, µM (top dose mostly 46 µM), for the others: at the top dose activity change, negative = inhibition, hits mostly inhibitors | A549 ARE-Fluc reporter, luciferase luminescence, 18-24 h | AID 504444 | 360,000 compounds, 2.1% hits; also: potency is read from the fitted curve at half-maximal effect; % is scaled to controls: 0 for no effect and ±100 for the full control effect; nearly all actives have a fitted effect of over 60% in size
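In this cell-based qHTS, ARE-driven firefly luciferase in A549 cells reports Nrf2 activity; the luminescent signal after BugLite lysis is the measured value, with a prior CellTiter-Fluor read for cell health.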
TGFb inhibitor: blocks TGF-b signaling; Potency, µM (top dose mostly 46.1 µM), inactives show at the highest dose activity, negative = inhibition, hits mostly inhibitors; HepG2 CAGA-GFP TGF-b/SMAD3 reporter, GFP fluorescence, 18 h; TGF-beta stimulated, 500 pg/mL final; 410,000 compounds, 1.2% hits; AID 588855; also: potency is read from the fitted curve at half-maximal effect; % is scaled to controls: 0 for no effect and ±100 for the full control effect; nearly all actives have a fitted effect of over 65% in size
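Cell-based qHTS in HEPG2 carrying a CAGA-GFP Smad reporter; compounds added before 500 pg/mL final TGF-beta, 18 h incubation at 37 degrees C, GFP fluorescence quantified per cell by imaging cytometry.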
Nrf2 ARE act: Nrf2 pathway activation; AREc32 ARE-luciferase reporter (MCF7-derived line), luminescence, 24 h; Potency, µM (top dose mostly 46.1 µM), without a hit: at the highest dose activation, hits mostly activators; 410,000 compounds, 0.31% hits; AID 624171; also: potency is read from the fitted curve at half-maximal effect; % of control where 0% means no effect; nearly all actives have a fitted effect of over 65% in size
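ARE activation measured as luciferase luminescence (Steady-Glo, 30 min RT) in AREc32_Fluc cells after 24 hr compound exposure at 37 deg C, 5% CO2; cells seeded overnight at 1000/well in OPTI-MEM, 5% FBS.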
A549 viability: kills or reduces viability of A549 cells in Nrf2 counter-screen. A549 ARE-Fluc cells, CellTiter-Fluor viability, 18-24 h. Potency, µM (titrated, usually from 46 µM), inactives show top-dose activity change, negative = cytotoxicity, usual class: inhibitors. 390,000 compounds, 0.16% hits. AID 504648; also: potency is read from the fitted curve at half-maximal effect; % is scaled to controls: 0 for no effect and ±100 for the full control effect
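Cytotoxicity counterscreen: CellTiter-Fluor fluorescence was measured in A549 ARE_Fluc cells after 18-24 h of compound exposure in a concentration series. The subsequent BugLite luminescent read reports ARE-luciferase activity.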
ATXN2 expr inh: ATXN2 expression inhibition. Potency, µM (highest dose often 57 µM), inactives show at the highest dose activity change, negative = inhibition, actives largely listed as inhibitors. 360,000 compounds, 0.72% hits. HEK-293 ATXN2-luciferase reporter, luminescence, 24 h; also: potency is read from the fitted curve at half-maximal effect; % is scaled to controls: 0 for no effect and ±100 for the full control effect; nearly all actives have a fitted effect of over 55% in size
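qHTS (up to 57 uM final) was run with 24 h compound exposure of reporter cells at 37 °C. Each well was multiplexed: SteadyGlo luminescence measured ATXN2-luciferase expression after a fluorogenic Gly-Phe-AFC viability readout (25 uM final).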
ATXN viability: viability counter-screen for ATXN expression inhibitors | Potency, µM (titrated, usually from 56.7 µM), usual class: cytotoxic | S2 cells (HEK-293 line with an ATXN2-luciferase reporter) viability, CellTiter-Fluor protease fluorescence, 24 h | 400,000 compounds, 0.49% hits; also: potency is read from the fitted curve at half-maximal effect; nearly all actives have a fitted effect of over 40% in size
HepG2 tox: HepG2 cytotoxicity, counter-screen for TGF-b inhibitors | HepG2 CAGA-GFP viability, ATP luminescence, 18 h | Potency, µM (series often up to 46.1 µM), without a hit: at the top dose activity change, negative = cytotoxicity, actives largely listed as cytotoxic | 410,000 compounds, 0.76% hits; also: potency is read from the fitted curve at half-maximal effect; some results filed as inactive show a strong effect at the top dose
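CellTiter-Glo luminescence gave cytotoxicity after 18 hours at 37 degrees C. The cells were HepG2 CAGA-GFP in 1% FBS DMEM, stimulated with 500 pg/mL TGF-beta after compound addition. %Activity was normalised to no-cell wells (complete cell-killing) and DMSO (no toxicity), and curves were fitted and classified.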
EPAC2 agonist: agonists of human EPAC2 (RAPGEF4); EPAC2 activation, biochemical qHTS; response scale: 100% = 6.5 mM cAMP response; 360,000 compounds, 0.079% hits; Potency, µM (doses to about 154 µM), inactives show at the highest dose activation, actives largely listed as activators; also: potency is read from the fitted curve at half-maximal effect; nearly all actives have a fitted effect of over 50% in size
Target sequence (Q8WZA2 whole entry, looked up): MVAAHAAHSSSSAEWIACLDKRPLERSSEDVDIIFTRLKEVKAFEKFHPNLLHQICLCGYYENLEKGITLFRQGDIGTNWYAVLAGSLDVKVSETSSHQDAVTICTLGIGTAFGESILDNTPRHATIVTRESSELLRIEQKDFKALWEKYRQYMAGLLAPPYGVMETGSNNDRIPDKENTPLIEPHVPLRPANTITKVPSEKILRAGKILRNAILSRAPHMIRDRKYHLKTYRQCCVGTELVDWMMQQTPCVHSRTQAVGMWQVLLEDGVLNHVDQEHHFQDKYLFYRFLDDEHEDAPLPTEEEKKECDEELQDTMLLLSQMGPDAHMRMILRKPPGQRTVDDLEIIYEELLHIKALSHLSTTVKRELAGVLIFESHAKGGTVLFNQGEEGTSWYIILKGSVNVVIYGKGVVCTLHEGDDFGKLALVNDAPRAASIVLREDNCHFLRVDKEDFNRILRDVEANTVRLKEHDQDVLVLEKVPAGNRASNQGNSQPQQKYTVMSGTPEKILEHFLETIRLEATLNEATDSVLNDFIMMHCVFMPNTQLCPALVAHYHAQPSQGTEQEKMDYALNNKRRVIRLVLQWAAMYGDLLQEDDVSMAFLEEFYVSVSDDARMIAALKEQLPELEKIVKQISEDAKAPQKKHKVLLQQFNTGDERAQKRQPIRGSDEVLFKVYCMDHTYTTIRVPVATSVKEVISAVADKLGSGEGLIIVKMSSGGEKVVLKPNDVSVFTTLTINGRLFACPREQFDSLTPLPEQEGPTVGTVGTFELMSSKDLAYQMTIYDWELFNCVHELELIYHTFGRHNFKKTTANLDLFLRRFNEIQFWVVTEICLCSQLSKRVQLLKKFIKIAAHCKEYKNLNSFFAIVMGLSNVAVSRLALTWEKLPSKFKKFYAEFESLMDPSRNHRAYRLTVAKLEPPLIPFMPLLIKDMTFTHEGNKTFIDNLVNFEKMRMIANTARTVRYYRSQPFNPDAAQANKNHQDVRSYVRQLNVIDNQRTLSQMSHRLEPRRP
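Exchange assay: 100 nM EPAC2 with 250 nM Rap1B-BODIPY-GDP and 50 uM GDP. Fluorescence (ex 480/em 540 nm) read every 5 min for 30 min at room temperature. Data normalized to 6.5 mM cAMP as agonist control.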
IL-2 act: activates IL-2 in a cell-based reporter assay; IL-2 activation reporter assay, cell-based qHTS; stimulated with anti-CD3/CD4/CD28 beads; in transgenic mouse T cells; AID 652025; activation, % (series mostly up to about 46 µM); 360,000 compounds, 0.065% hits; in the data active = activation above about 50%; inconclusive = mostly about 30% to 49%; also: 0% is about no effect
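First, unstimulated transgenic mouse T cells were exposed to compound for 60 min. Next, anti-CD3/anti-CD4-coated beads with anti-CD28 were added. Finally, after 18 h at 37 degrees C, EGFP and DsRed were imaged.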
* = called active by the depositor; i = inactive; u = inconclusive; x = not tested or not shown; [ ] = another dose, or the depositor's remark. Unless noted, calls follow the shape of the dose curve; as a rule, active = well fitted curve in the direction sought with a large enough effect; inconclusive = small, poorly fitted or top-dose-only effect, or another doubt; inactive = no such curve, though single readings can be large; an effect the other way counts as inactive or inconclusive.

nr | SMILES | Nrf2 ARE act | ATXN viability | HepG2 tox | ATXN2 expr inh | TGFb inhibitor | Nrf2 block | A549 viability | IL-2 act | EPAC2 agonist
1 | Cc1coc2cc3oc(=O)c(CCC(=O)N[C@@H](CCCNC(N)=O)C(=O)O)c(C)c3cc12 | 1.8% | i | -17% | x | -4% | 3% | 0% | -0.7 | 8%
2 | CC(=O)NC1=NN(C(C)=O)C(c2ccco2)S1 (configuration not stated) | 0.5% | i | -2% | -14% | -5% | 7% | 9% | 0.0 | 13%
3 | CC(=O)NC(CC(=O)NCCOc1ccccc1F)c1ccccc1 (configuration not stated) | -0.8% | i | -32% | 8% | 1% | 26% | 0% | 2.3 | 13%
4 | CCOC(=O)/C(C#N)=C\c1ccc(OC)c(OC)c1 | 0.0% | i | -12% | -2% | -7% | 10% | 2% | 1.3 | -6%
5 | O=C(c1cc([N+](=O)[O-])[nH]n1)N1CCSCC1 | -1.2% | i | 4% | -10% | 1% | -12% | 1% | 0.2 | 7%
6 | CCOc1ccc(N2CC(C(=O)NNC(=O)c3ccc(Br)cc3)CC2=O)cc1 (configuration not stated) | 0.8% | i | -32% | -4% | -1% | -7% | 7% | -0.4 | -9%
7 | O=C(O)c1cccc2c1C(=O)N(CC1CCCO1)C2 (configuration not stated) | 0.0% | i | 1% | -13% | 2% | -5% | 3% | 0.6 | 7%
8 | COc1cccc(/C=N/Nc2ncc(C(F)(F)F)cc2Cl)c1O | 0.1% | i | -100% | u | u | u | -16% | -4.1 | -9%
9 | Cc1ccc(-n2c(O)c(C=NCc3ccccn3)c3ccccc3c2=O)cc1 | 0.2% | i | -24% | x | -15% | -28% | 1% | 0.7 | -2%
10 | COc1ccc(S(=O)(=O)N2CCC(C(=O)NCCc3c[nH]c4ccccc34)CC2)cc1 | 0.2% | i | -5% | -4% | 13% | -24% | -8% | -4.8 | 4%
11 | COCCCN1C(=O)C(=O)/C(=C(/O)c2ccc(S(=O)(=O)N3CCOCC3)cc2)C1c1ccc(Cl)cc1 (configuration not stated) | 0.1% | i | 18% | x | -5% | -1% | 10% | -0.7 | 2%
12 | CCOC(=O)C(NS(=O)(=O)c1ccccc1)(C(F)(F)F)P(=O)(OCC(C)C)OCC(C)C (configuration not stated) | 8.4% | i | -16% | 5% | u | u | u | -0.3 | -6%
13 | O=C(COc1ccc(S(=O)(=O)N2CCCC2)cc1Cl)NCc1cccnc1 | 3.4% | i | -18% | -5% | 0% | 2% | 9% | 0.3 | -1%
14 | Cc1ccc(C(C)(C)C)c(OCC(=O)NCCc2nc3ccccc3[nH]2)c1 | -0.9% | u | -42% | -20% | u | -30% | -6% | x | x
15 | Cc1ccc(N(C)S(=O)(=O)c2c(C)[nH]c(C)c2C(=O)N2CCCC2)cc1 | 0.3% | i | 0% | -4% | -1% | 8% | -1% | 1.5 | -5%
16 | COC(=O)c1cc(NC(=O)CC2NC3CCCCC3NC2=O)cc(C(=O)OC)c1 (configuration not stated) | -0.6% | i | -17% | 8% | 9% | x | -4% | 0.8 | 3%
17 | CCOC(=O)c1sc(N2C(=O)C(O)=C(C(=O)c3ccc(C)o3)C2c2ccc(OC)c(OC)c2)nc1C (configuration not stated) | 0.1% | i | 5% | -17% | -4% | u | u | 0.9 | 2%
18 | Cc1ccc2nc(SCc3ccc([N+](=O)[O-])cc3)nc(C)c2c1 | 0.2% | i | 1% | -13% | 5% | -11% | -3% | 1.2 | 17%
19 | CCc1cc(C(=O)N2CCCC(N3CCN(c4cccc(C(F)(F)F)c4)CC3)C2)n(C)n1 (configuration not stated) | 0.3% | i | -34% | -29% | u | 8.2µM* | -17% | -2.1 | -5%
20 | Cc1ccc(C)c(N2CCN(CCCNC(=O)Cn3cccc3C(=O)c3ccccc3C)CC2)c1 | 0.4% | u | -80% | u | u | 5% | -18% | -1.0 | -11%
21 | CCOc1ccccc1N1CC(c2nc3ccccc3n2CCOc2ccccc2OC)CC1=O (configuration not stated) | 4.8% | i | -20% | 1% | 0% | -20% | -8% | x | x
22 | COc1ccc(C(CNC(=O)c2ccc(NS(=O)(=O)c3ccc(F)cc3)cc2)N2CCOCC2)cc1 (configuration not stated) | 0.2% | i | -11% | -4% | -5% | -6% | -1% | -1.9 | 0%
23 | CC1(C)CC2CC(C)(CN2C(=O)C23CCC(C)(C(=O)C2)C3(C)C)C1 (configuration not stated) | -0.2% | u | 5% | -3% | -9% | 0% | -10% | 2.3 | 20%
24 | COc1ccccc1-c1ccc(=O)n(CC(=O)NC(C)(C)C)n1 | -0.1% | i | -16% | 5% | -8% | -7% | -3% | 0.1 | 12%
25 | Cc1nn(C)c(C)c1S(=O)(=O)N(CC(=O)NCCCOC(C)C)c1ccc(C(C)C)cc1 | -0.6% | i | 0% | 0% | -3% | x | 2% | 0.3 | -12%
26 | Cc1cccn2c(CN(C)C3CCCc4ccccc43)c(C(=O)N3CCOCC3)nc12 (configuration not stated) | 2.2% | i | -30% | -9% | -28% | -20% | -2% | 1.3 | 3%
27 | CCOC(=O)c1ccc(N2CCN(c3ccc(F)cc3)CC2)c(NC(=O)Nc2ccc(CC)cc2)c1 | 2.4% | x | -1% | x | 20% | x | 11% | x | x
28 | Cc1ccc(C)c(C(O)c2ncc(-c3ccc(C(F)(F)F)cc3)[nH]2)c1 (configuration not stated) | 0.5% | i | -59% | -26% | 3% | x | x | -0.9 | 11%
29 | CCOC(=O)C1(C)CCCN(C(=O)c2ccc3ccccc3c2)C1 (configuration not stated) | -0.1% | i | 4% | 9% | 14% | x | x | 1.3 | -4%
30 | CCCS(=O)(=O)c1c(S(=O)(=O)CCC)c2cc(C(C)(C)C)ccn2c1C(=O)c1ccc(OC)c(OC)c1 | 3.3% | x | -14% | x | 0% | -2% | 6% | x | x

Some of the entries above in a different format:
[14] Cc1ccc(C(C)(C)C)c(OCC(=O)NCCc2nc3ccccc3[nH]2)c1
  Nrf2 ARE act: -0.9%
  ATXN viability: u
  HepG2 tox: -42%
  ATXN2 expr inh: -20%
  TGFb inhibitor: u
  Nrf2 block: -30%
  A549 viability: -6%
  IL-2 act: x
  EPAC2 agonist: x

[15] Cc1ccc(N(C)S(=O)(=O)c2c(C)[nH]c(C)c2C(=O)N2CCCC2)cc1
  Nrf2 ARE act: 0.3%
  ATXN viability: i
  HepG2 tox: 0%
  ATXN2 expr inh: -4%
  TGFb inhibitor: -1%
  Nrf2 block: 8%
  A549 viability: -1%
  IL-2 act: 1.5
  EPAC2 agonist: -5%

Back to the main list, starting 2 compounds before the break.
nr | SMILES | Nrf2 ARE act | ATXN viability | HepG2 tox | ATXN2 expr inh | TGFb inhibitor | Nrf2 block | A549 viability | IL-2 act | EPAC2 agonist
29 | CCOC(=O)C1(C)CCCN(C(=O)c2ccc3ccccc3c2)C1 (configuration not stated) | -0.1% | i | 4% | 9% | 14% | x | x | 1.3 | -4%
30 | CCCS(=O)(=O)c1c(S(=O)(=O)CCC)c2cc(C(C)(C)C)ccn2c1C(=O)c1ccc(OC)c(OC)c1 | 3.3% | x | -14% | x | 0% | -2% | 6% | x | x
31 | COCCn1c(C)cc(C(=O)CN2CCCCC2)c1C | -0.2% | i | 10% | 11% | 20% | 20% | 6% | -2.2 | 4%
32 | CCC(C)NC(=O)CSc1nc2c(sc(=S)n2Cc2ccco2)c(=O)n1-c1ccccc1 (configuration not stated) | -0.6% | u | -11% | 0% | u | -18% | x | -0.4 | -1%
33 | N#Cc1ccc(S(=O)(=O)Nc2ccccc2N2CCOCC2)cc1 | -1.9% | i | -10% | 1% | -2% | -15% | 0% | 0.9 | -4%
34 | O=C(NNC(=O)c1cc2c(s1)CCCC2)c1ccccc1 | 5.5% | u | 5% | x | 1% | 12% | -3% | 0.6 | 9%
35 | CCN(CC(=O)Nc1c(F)cccc1F)C(=O)CCCN1C(=O)c2cccc3cccc(c23)C1=O | -0.9% | i | 1% | x | -4% | x | x | -0.2 | 0%
36 | C=CCN(c1ccc(C(=O)Nc2ccc(C)cc2)cc1)S(C)(=O)=O | -0.2% | i | -6% | 14% | -4% | -16% | 1% | 3.2 | 0%
37 | CCOc1ccc(CNC(=O)c2cnc3sc(N(CC)CC)nn3c2=O)cc1 | 0.5% | x | -12% | x | 0% | -2% | 3% | x | x
38 | CCOc1ccc(C(=O)CCN2CCCCCC2)cc1 | u | i | 11µM* | 4% | u | 4% | -2% | -0.7 | u
39 | Cc1occc1C(=O)NNC(=O)c1ccc(S(=O)(=O)N(C)C)cc1 | -0.5% | i | -1% | 31%[activator] | -7% | 15% | -1% | -0.2 | -2%
40 | Cc1ccc(Nc2nc(NCc3ccco3)nc3nccnc23)c(C)c1 | x | x | 7% | x | 2% | 5% | 0% | x | x
41 | CC1(C)CC(NC(=O)CC(c2ccccc2)c2ccccc2)CC(C)(C)N1 | -0.6% | i | -12% | -4% | 1% | 16% | 6% | 1.4 | 7%
42 | Cc1ccc2occ(-c3cc(-c4ccccc4)nc4c3COc3ccccc3-4)c(=O)c2c1 | 0.9% | i | 2% | 1% | 6% | 9% | -1% | x | x
43 | Cc1nnc(C)n1/N=C/c1cccs1 | 0.3% | i | -4% | -7% | 5% | -18% | -9% | 0.4 | 2%

Compound activity: PubChem BioAssay, National Center for Advancing Translational Sciences (NCATS)
